Compound activity as filed in PubChem.
EBI2 antag = EBI2 (human) antagonism; inhibition, % at 5 µM; EBI2 beta-arrestin recruitment, luminescence, 7a,25-OHC stimulated; 0.81% of 360,000 active; AID 651636; in the data active = inhibition above about 38%;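 note: enzyme fragment complementation signal reports receptor beta-arrestin coupling in cells; 0% = agonist plus DMSO wells and 100% = wells without agonist; some results beyond the cut were filed as inactive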
CCR6 antagonist = CCR6 (human) receptor antagonism | P51684 | CHO-K1 CCR6 PathHunter beta-arrestin, luminescence, CCL20-stimulated | inhibition, % at 20 µM | 0.49% of 340,000 active | AID 493098;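 active = compounds whose inhibition of the agonist-driven luminescence signal at 20 µM reaches about 50%, limit read from the data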;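 note: cells stimulated with CCL20 at 14 nM final; plate controls were DMSO with CCL20 for no effect and DMSO without agonist for full effect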
APJ antag = antagonists of human APJ apelin receptor. P35414. CHO-K1 APJ beta-arrestin complementation, luminescence. inhibition, % at 20 µM. 0.32% of 330,000 active. AID 2521;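 active = inhibition above about 40% at 20 µM, limit read from the data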;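 note: cells challenged with 10 nM apelin-13 agonist together with compound; plate controls were apelin-13 plus DMSO wells for no effect and DMSO wells lacking apelin-13 for full effect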
Mdm2 MdmX PPI = inhibitors of human Mdm2/MdmX interaction; 3% of 330,000 active; O15151+Q00987; inhibition, % at 8 µM; SaOS-2 split-luciferase Mdm2/MdmX complementation, luminescence;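 active = inhibition of at least 50% at 8 µM in the primary screen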
Target sequence (O15151 whole entry, looked up): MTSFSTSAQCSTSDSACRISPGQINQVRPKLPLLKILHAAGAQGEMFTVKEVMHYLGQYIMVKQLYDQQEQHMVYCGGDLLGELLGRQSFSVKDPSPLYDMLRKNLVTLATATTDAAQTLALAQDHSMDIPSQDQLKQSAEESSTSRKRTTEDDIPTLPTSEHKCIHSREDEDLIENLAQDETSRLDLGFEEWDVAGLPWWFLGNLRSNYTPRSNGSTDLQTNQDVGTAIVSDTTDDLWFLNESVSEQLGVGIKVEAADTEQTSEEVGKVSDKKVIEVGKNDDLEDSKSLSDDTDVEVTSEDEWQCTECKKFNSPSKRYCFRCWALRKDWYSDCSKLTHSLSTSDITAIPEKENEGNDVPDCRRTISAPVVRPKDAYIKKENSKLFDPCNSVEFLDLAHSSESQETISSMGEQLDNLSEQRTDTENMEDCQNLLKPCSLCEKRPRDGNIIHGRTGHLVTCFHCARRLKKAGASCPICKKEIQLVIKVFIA
Target sequence (Q00987 whole entry, looked up): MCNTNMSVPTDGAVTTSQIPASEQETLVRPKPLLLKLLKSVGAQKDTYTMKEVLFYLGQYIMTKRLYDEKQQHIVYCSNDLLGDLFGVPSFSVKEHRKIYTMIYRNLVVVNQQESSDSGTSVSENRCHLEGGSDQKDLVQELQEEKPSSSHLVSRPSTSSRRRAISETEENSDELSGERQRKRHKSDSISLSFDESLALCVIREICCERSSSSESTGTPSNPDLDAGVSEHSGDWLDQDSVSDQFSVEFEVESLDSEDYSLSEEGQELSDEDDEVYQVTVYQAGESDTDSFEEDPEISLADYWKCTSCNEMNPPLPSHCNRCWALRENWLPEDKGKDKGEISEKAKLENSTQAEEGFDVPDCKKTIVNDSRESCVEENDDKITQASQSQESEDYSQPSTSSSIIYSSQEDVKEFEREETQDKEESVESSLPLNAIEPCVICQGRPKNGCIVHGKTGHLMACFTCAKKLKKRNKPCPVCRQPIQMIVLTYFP
UPR CHOP act = apoptotic UPR (CHOP) activation; CHO-CHOP luciferase reporter, luminescence; percent of tunicamycin response over DMSO baseline; activation, % at 10 µM; 0.34% of 330,000 active; AID 449763;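 active = at 10 µM dose, activation of 40% or more, normalized to positive control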;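 note: 100% = tunicamycin at 10 µg/mL and 0% = DMSO alone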
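System: CHO-CHOP luciferase reporter cell line; amount: 500 cells/well; buffer or medium: F12 medium containing 10% fetal bovine serum; incubation: 6 h compound exposure at 37 °C after overnight seeding; measured by: luciferase luminescence after 10 min with Steady-Glo reagent; evaluation: % reporter activation, DMSO baseline versus tunicamycin full activation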
APJ agonist = activates the human apelin receptor APJ; P35414; CHO-K1 APJ PathHunter beta-arrestin, luminescence; 0% DMSO wells, 100% apelin; activation, % at 20 µM; 0.11% of 330,000 active;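 active = activation more than six SD over the plate average, tested at 20 µM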;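 note: 0% = DMSO alone and 100% = apelin-13 at 10 nM; some results filed as inactive read as strong as hits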
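assay system = CHO-K1 APJ beta-arrestin complementation cell line | input = cell density 1000 per well | dosing = compound 20 µM once, DMSO 1% | timing = compound 90 min 25 °C, reagent 1 h | measured by = luminescence from split beta-galactosidase complementation, Galacton Star/Emerald II substrate | read-out basis = APJ agonist activity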
CXCR6 inh = blocks human CXCR6 beta-arrestin recruitment; inhibition, % at 20 µM; 0.36% of 360,000 active; O00574; CHO-K1 PathHunter CXCR6 beta-arrestin, luminescence; AID 602244; in the data active = inhibition above about 34%, passing the limit was not always enough;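 note: antagonist mode with CXCL16 agonist at 10 nM final; 0% = 10 nM CXCL16 with DMSO and 100% = unstimulated wells without agonist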
UPR XBP1 act = activators of adaptive arm of unfolded protein response (XBP1); CHO-XBP1 luciferase reporter, IRE1-XBP1 UPR activation, luminescence; percent of tunicamycin response, DMSO as zero; 0.33% of 330,000 active; activation, % at 20 µM;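 active = versus positive control, 20 µM dose yields 30% or more activation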;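 note: 100% = tunicamycin at 10 µg/mL and 0% = DMSO only wells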
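Material: CHO cell line with stable XBP1 luciferase reporter; schedule: 16-18 h cell attachment at 37 °C, then 6 h compound exposure; signal: glow luminescence from Steady-Glo reagent; medium: serum-containing F12 medium, 10% FBS; benchmarks: tunicamycin 10 µg/mL and vehicle-only wells; read-out: percent activation relative to tunicamycin reference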
tim23-1 inh = inhibits growth of tim23-1 mutant yeast; 1.3% of 330,000 active; S. cerevisiae tim23-1 growth, BacTiter-Glo luminescence, 24 h; inhibition, % at 20 µM; AID 463212;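 active = growth inhibition of the mutant yeast at or above 50%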;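 note: temperature-sensitive mutant grown at 25 °C; plate controls were DMSO-treated mutant yeast for no effect and medium wells lacking yeast for full effect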
Active calls of the source: *; nt = no result given. These rows are one share of the data; rates above refer to the full screens.

SMILES	EBI2 antag	CCR6 antagonist	APJ antag	Mdm2 MdmX PPI	UPR CHOP act	APJ agonist	CXCR6 inh	UPR XBP1 act	tim23-1 inh
COc1ccc(N2C(=O)[C@@H]3Cc4ccccc4CN3C2=O)cc1	0	12	7	0	0.3	-1	-5	3	14
Cc1nnsc1C(=O)N1CCCC(C(=O)c2ccc(C(F)(F)F)cc2)C1 (stereo not given)	1	8	22	-41	0.9	-2	-2	1	5
O=C(Cc1cccs1)Nc1ccc(F)c(S(=O)(=O)N2CCOCC2)c1	-4	10	11	-7	-1.6	-1	4	-3	6
CC(C)OC(=O)/C(C#N)=C/c1cn(C)c2ccccc12	11	10	18	31	0.3	-1	0	2	18
COC(=O)c1[nH]cnc1C(=O)c1ccccc1	-1	7	12	10	-1.6	-2	-8	-2	15
COc1ccc(OC)c(NC(=O)CSc2nc3c(c(=O)n(C)c(=O)n3C)n2C)c1	-2	-4	22	20	-2.5	6	-6	0	10
CC(C)(C)c1ccc(-n2ncc3c2CCCC3NC(=O)c2cnccn2)cc1 (stereo not given)	12	13	13	18	3.0	-5	-3	-1	33
CC(=O)N1CCc2cc(S(=O)(=O)NC(C)c3ccccc3)ccc21 (stereo not given)	6	-10	12	12	-1.7	3	-7	-3	-5
O=C(N/C(=C\c1cccnc1)C(=O)N1CCC(O)CC1)c1ccccc1	-10	-6	-18	3	2.0	-1	1	12	-2
CC1CN(C(=O)c2ccc(CNS(=O)(=O)c3cccc(C(F)(F)F)c3)cc2)CC(C)O1 (stereo not given)	-10	7	-7	-5	-0.8	2	6	-1	3
O=C1C2N=NN(CC(=O)N3N=C(c4ccccc4)CC3c3ccc([N+](=O)[O-])cc3)C2C(=O)N1c1ccccc1 (stereo not given)	nt	nt	-42	10	-0.5	0	nt	1	21
CCOC(=O)c1ccc(COC(=O)CNS(=O)(=O)c2ccccc2)cc1	4	-11	-8	-5	-0.3	-4	-7	0	11
Cc1ccc2sc(N(CCN(C)C)C(=O)c3ccc(S(=O)(=O)N4CC(C)OC(C)C4)cc3)nc2c1C (stereo not given)	12	5	-64	-5	1.5	-4	6	-3	26
COc1ccc(C(N)CCc2ccc(C)o2)cc1 (stereo not given)	-12	6	18	25	0.6	-2	14	-5	-3
O=S(=O)(c1cccs1)N1CCC2(CC1)OCCN2S(=O)(=O)c1ccccc1	-3	11	-7	9	1.0	-2	-5	-3	8
COC(CNC(=O)c1cccnc1)OC	-12	18	-6	-9	-0.8	-1	3	1	11
CCOc1cc(N2CCOCC2)c(OCC)cc1NC(=O)Cn1nc(C)c([N+](=O)[O-])c1C	-2	-14	-41	26	0.2	-7	1	2	-19
CCN(CC)CCNC(=O)c1cccc(NC(=O)C(=O)c2ccccc2NC(C)=O)c1	4	9	6	4	0.1	-3	0	0	3
CCOC(=O)C(C)n1cnc2c(nnn2-c2ccc(C)cc2)c1=O (stereo not given)	3	1	8	-14	1.5	-3	-7	2	15
O=C(NC(=Nc1nc2ccccc2o1)NC(=O)c1ccccc1)c1ccccc1	-12	-8	-7	-46	12	7	4	32*	7
O=C(CSc1nc(-c2ccccc2)cs1)Nc1cccc([N+](=O)[O-])c1	22	28	8	3	-0.6	-5	-26	0	37
CCc1ccc(NC(=O)c2sccc2-n2cccc2)cc1	11	3	-5	-36	1.7	-2	-4	2	41
COc1ccc(S(=O)(=O)N2CCOC23CCN(C(=O)c2c(F)cccc2Cl)CC3)cc1	-9	9	28	30	0.2	1	-3	-5	25
NC(=O)c1c(NC(=O)CSc2nnc(Cc3ccccc3)n2Cc2ccco2)sc2c1CCC2	2	0	35	-13	-0.1	-2	-1	-1	23
O=c1nc(-c2ccccc2)c2cc(Br)ccc2[nH]1	-3	3	0	19	-2.3	-2	-1	-1	2
O=S(=O)(NN1CCOCC1)c1ccc(Cl)s1	-2	16	8	-1	-2.7	1	-8	-1	9
Cc1ccc(N=C(NO)c2nonc2N)c(C)c1	-2	-3	-16	-7	-0.6	-1	4	-2	9
O=S(=O)(c1cccs1)N1CN(Cc2cccs2)c2nc3ccccc3nc21	-3	2	-6	-2	2.2	-2	-1	2	24
Cc1ccc(NS(=O)(=O)c2cccc(C(=O)OCC(=O)NCc3ccco3)c2)cc1	8	-6	-1	18	-0.7	-3	4	-3	10
COc1ccc(N2CC(C(=O)Nc3cccc(OC(C)C)c3)CC2=O)cc1 (stereo not given)	5	7	9	15	0.3	1	-6	0	7
CC1CC(C)CN(C(=O)c2ccc(C#N)cc2)C1 (stereo not given)	3	5	-8	12	-1.5	-2	2	-3	6
Oc1ccc(-c2csc(NCc3ccco3)n2)cc1	-6	1	4	-45	4.4	3	-7	6	40
COc1cc2c(c(OC)c1OC)-c1ccc(OC)c(=O)cc1C(NC(C)=O)CC2 (stereo not given)	-19	5	18	60*	-0.8	-3	4	19	3
O=S(=O)(NCC1CC1)c1cc(Cl)cc(Cl)c1	-2	19	6	30	-1.4	-3	6	6	10
COc1ccc(-n2nc(C(=O)O)nc2-c2ccccc2)cc1	9	31	18	0	1.5	-2	2	1	-13
Cc1ccc(C2C3CSCC=C3C(C#N)=C(N)C2(C#N)C#N)cc1 (stereo not given)	3	52*	2	0	8.1	-6	11	-2	45
C=CCNc1nc(NCCN2CCOCC2)nc(OC)n1	-1	6	-31	5	-0.1	-2	1	-1	1
COc1ccc(NC(=O)Cn2cnc3ccccc3c2=O)cc1OC	-7	3	15	-25	2.8	-4	-4	-5	7
Cn1c(=O)[nH]c(=O)c2c1nc(CN1CCN(c3ccc(F)cc3)CC1)n2CCCc1ccccc1	9	14	15	34	-0.7	-7	-1	4	9
O=C(c1cccc(N2CCCC2=O)c1)N1CCN(c2cccc(Cl)c2)CC1	-6	10	12	57*	0.4	5	-6	-4	19

Grouped by structure: the compounds so far containing a furan ring, fused or not (four)
SMILES	EBI2 antag	CCR6 antagonist	APJ antag	Mdm2 MdmX PPI	UPR CHOP act	APJ agonist	CXCR6 inh	UPR XBP1 act	tim23-1 inh
COc1ccc(C(N)CCc2ccc(C)o2)cc1 (stereo not given)	-12	6	18	25	0.6	-2	14	-5	-3
NC(=O)c1c(NC(=O)CSc2nnc(Cc3ccccc3)n2Cc2ccco2)sc2c1CCC2	2	0	35	-13	-0.1	-2	-1	-1	23
Cc1ccc(NS(=O)(=O)c2cccc(C(=O)OCC(=O)NCc3ccco3)c2)cc1	8	-6	-1	18	-0.7	-3	4	-3	10
Oc1ccc(-c2csc(NCc3ccco3)n2)cc1	-6	1	4	-45	4.4	3	-7	6	40

Looked up above:
C=CCNc1nc(NCCN2CCOCC2)nc(OC)n1 in APJ antag is entered as -31
Oc1ccc(-c2csc(NCc3ccco3)n2)cc1 in APJ agonist is entered as 3

Following part
SMILES	EBI2 antag	CCR6 antagonist	APJ antag	Mdm2 MdmX PPI	UPR CHOP act	APJ agonist	CXCR6 inh	UPR XBP1 act	tim23-1 inh
CC(=O)c1ccc(NC(=S)NCc2cccnc2)cc1	7	0	-9	11	1.8	-2	-2	1	11
CC1CCC(NC(=O)CCNS(=O)(=O)c2ccccc2)CC1 (stereo not given)	3	-15	3	8	2.6	2	-2	0	-5
NCCCCCC(=O)O	-3	4	13	-21	-1.5	-1	-2	-5	-5
Cc1ccc(CN2CCC(c3cc(-c4ccc(Cl)cc4)n[nH]3)CC2)cc1	65*	21	-26	64*	1.2	2	1	0	-181
Cn1cc(S(=O)(=O)N2CCOCC2)cc1C(=O)Nc1ccc(Cl)cc1	9	12	11	-10	1.4	2	1	-2	5
Cc1ccc(-n2nnnc2SCCNS(=O)(=O)c2ccccc2)cc1C	6	14	-37	-23	-0.9	4	-13	-1	50
Cc1ccccc1NC(=O)C(C)O/N=C/c1cccc([N+](=O)[O-])c1 (stereo not given)	-5	14	1	-17	-2.0	3	12	-4	10
CCn1cc(C(=O)N[C@H](C(=O)NCCN2CCOCC2)C(C)C)c(=O)c2cc3c(cc21)OCO3	-6	1	3	16	-0.8	-1	4	-5	-5
O=C(CCSc1ccccc1)OCn1nnc2ccccc2c1=O	-10	6	15	-7	1.5	-3	3	2	25
Cc1ccc2c(c1Br)/C(=N/N1C(=O)c3ccccc3C1=O)C(=O)N2	5	21	38	30	-4.4	-10	9	-1	25
CCOC(=O)N1CCN(C(=O)CCNS(=O)(=O)c2ccccc2)CC1	-14	7	11	9	0.5	7	6	-3	7
Cc1csc(SC(C)C(=O)NCC(=O)Nc2ccc(F)c(F)c2F)n1 (stereo not given)	3	4	0	-14	0.7	-5	-2	-2	6
CS(=O)(=O)c1ccc(SCC(=O)NC2CCS(=O)(=O)C2)c([N+](=O)[O-])c1 (stereo not given)	-2	-4	-39	25	-1.4	-2	-15	-1	9
COc1cc2nc(CN3CCN(S(=O)(=O)c4ccc(Br)cc4)CC3)[nH]c(=O)c2cc1OC	55*	11	3	16	1.6	1	-3	-2	14
CC(=O)NC1(C(F)(F)F)N=C2SCCN2C1=O (stereo not given)	-1	11	5	-36	1.0	-1	5	1	6
O=C(O)C1(c2ccccc2)CCN(S(=O)(=O)c2ccc(Cl)s2)CC1	4	3	-9	21	1.4	-2	-5	-3	-1
CCCN1CCN(CCCNC(=S)Nc2ccc(F)cc2)CC1	-2	5	-3	-26	-0.2	-3	2	-2	10
O=C(CCNC(=O)OCc1ccccc1)NC1CCCCC1	-14	0	0	9	-0.5	-1	-5	-1	4
CS(=O)(=O)N1CCN(c2ccc([N+](=O)[O-])c(NCc3cccnc3)c2)CC1	4	15	3	20	-0.1	0	12	0	11
COc1ccccc1CNC(=O)C1Cc2cc(S(=O)(=O)N3CCCCC3)ccc2N1C(C)=O (stereo not given)	7	13	8	11	0.6	-2	1	-2	3
CCN(CC)c1ccc(NC(=O)c2cccc(OC)c2)c(C)c1	5	2	7	10	0.5	-6	-13	1	24
CC(NC(=O)COC(=O)CCN1C(=O)C2CC=CCC2C1=O)c1ccc(Br)cc1 (stereo not given)	-3	3	-1	-30	0.9	-5	6	-2	-2
CC(=O)NC(CCS(C)(=O)=O)C(=O)Nc1ccc2c(c1)OCO2 (stereo not given)	-5	8	18	8	0.3	-1	-9	0	13
CNC(=O)C1CC(=O)N(c2ccc(OCC(=O)Nc3ccccc3C)cc2)C1 (stereo not given)	2	2	9	10	0.4	-3	-3	1	13
Cc1ccc(C)c2c1cc(C)c1nnc(SCC(=O)c3cccs3)n12	-2	13	1	1	2.8	-4	0	0	11
O=C(c1c(F)cccc1F)N1CCN=C1SCc1ccccc1	2	18	5	-5	-1.4	-4	-24	-2	5
O=C(O)C1CCCCC1C(=O)NCc1ccncc1 (stereo not given)	1	15	7	6	-1.2	3	-3	1	18
CCCCc1nc(NCc2ccccc2)c(C#N)c2c1CCCC2	20	15	24	35	-2.9	-2	-4	-1	-6
